S100A4 inh HTS = S100A4-myosin IIA interaction inhibition; S100A4/TAMRA-MyoIIA peptide fluorescence polarization; inhibition, % at 10.7 µM; actives 0.14% (n = 360,000); AID 652163;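 active = mean inhibition of at least 70% across replicates, with every replicate also reaching that level; inconclusive = mean inhibition reaches 70% but some replicates fall short; inactive = mean inhibition below 70%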
Target sequence (P26447 whole entry, looked up): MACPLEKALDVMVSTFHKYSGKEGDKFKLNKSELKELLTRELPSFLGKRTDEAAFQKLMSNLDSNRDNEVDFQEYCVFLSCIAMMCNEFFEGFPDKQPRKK
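Test system: S100A4 monomer protein. Medium: HEPES buffer with Ca2+, pH 7.2. Reagent: fluorescent myosin IIA peptide, 5 nM. Compound dosing: single-point compound testing. Timing: 5 min between mix addition and reading. Benchmarks: DMSO neutral and TFP positive wells.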
E-sel inducer = E-selectin induction on HUVECs; P16581; activation, % at 7.58 µM; AID 686992; actives 0.37% (n = 260,000); HUVEC E-selectin immunofluorescence imaging; normalized: neutral wells 0, TNF-alpha wells 100;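 active = mean E-selectin-positive cell signal at least 10% of the positive control, reached in at least 60% of replicates, without over 20% cell loss; inconclusive = no rule given, readout overlaps actives, possibly toxicity-flagged; inactive = the rest, including those meeting only one limit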;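 note: in these data hits start at about 27%; measured in HUVEC primary endothelial cells; signal is the percent of cells scored E-selectin positive by PE staining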
Target sequence (P16581 whole entry, looked up): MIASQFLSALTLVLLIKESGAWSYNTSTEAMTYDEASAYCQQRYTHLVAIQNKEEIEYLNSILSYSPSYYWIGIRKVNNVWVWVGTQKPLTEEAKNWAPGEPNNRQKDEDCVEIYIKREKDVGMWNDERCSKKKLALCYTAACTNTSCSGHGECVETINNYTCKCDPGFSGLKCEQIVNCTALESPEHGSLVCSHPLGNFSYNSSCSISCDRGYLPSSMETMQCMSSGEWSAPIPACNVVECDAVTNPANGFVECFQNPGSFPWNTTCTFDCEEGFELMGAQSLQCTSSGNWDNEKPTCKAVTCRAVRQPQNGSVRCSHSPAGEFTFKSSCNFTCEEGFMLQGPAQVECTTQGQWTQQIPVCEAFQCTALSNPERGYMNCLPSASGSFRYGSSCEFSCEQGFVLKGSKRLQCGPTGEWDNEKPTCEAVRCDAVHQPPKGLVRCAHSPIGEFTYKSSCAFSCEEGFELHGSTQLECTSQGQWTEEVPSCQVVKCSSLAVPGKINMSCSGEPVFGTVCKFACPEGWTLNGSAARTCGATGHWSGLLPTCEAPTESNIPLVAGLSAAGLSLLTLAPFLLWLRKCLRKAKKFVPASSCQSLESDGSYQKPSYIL
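System: HUVEC, human umbilical vein endothelial cells; quantity: 3,000 cells/well; buffer or medium: EGM-2 medium, gelatin-coated wells; dosing: single-point compound dose; detection: immunofluorescence imaging; evaluation: % PE-positive cells; benchmarks: TNF-alpha, DMSO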
C2C12 statin = suppressors of simvastatin-induced myotoxicity in C2C12 myotubes. rescue of ATP level, % at 7.49 µM. actives 0.78% (n = 330,000). AID 602340. ATP luminescence, 48 h; scaled: DMSO 0, geranylgeraniol control 100;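 active = mean ATP rescue above about 67%, or every replicate alone reaching that limit, limit read from the data, passing the limit was not always enough; inconclusive = no clear call, values can overlap the other calls; inactive = mean under the limit and some replicate under it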;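 note: myotubes were challenged with 10 µM simvastatin during compound exposure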
PglD DTNB = blocks C. jejuni PglD acetyltransferase activity | purified PglD enzyme, DTNB colorimetric CoA detection | inhibition, % at 12.5 µM | actives 0.098% (n = 360,000); in the data active = inhibition above about 16%, passing the limit was not always enough; inconclusive = no clear call, values can overlap the other calls; note: strong numbers were not always called active
SIRT5 block = sirtuin-5 (human) deacylase inhibition; Q9NXA8; actives 1.1% (n = 330,000); AID 652115; Purified SirT5, succinyl-peptide AMC, trypsin-coupled fluorescence; inhibition, % at 15 µM; in the data active = inhibition above about 15%; inconclusive = no clear call, values can overlap the other calls
Target sequence (Q9NXA8 whole entry, looked up): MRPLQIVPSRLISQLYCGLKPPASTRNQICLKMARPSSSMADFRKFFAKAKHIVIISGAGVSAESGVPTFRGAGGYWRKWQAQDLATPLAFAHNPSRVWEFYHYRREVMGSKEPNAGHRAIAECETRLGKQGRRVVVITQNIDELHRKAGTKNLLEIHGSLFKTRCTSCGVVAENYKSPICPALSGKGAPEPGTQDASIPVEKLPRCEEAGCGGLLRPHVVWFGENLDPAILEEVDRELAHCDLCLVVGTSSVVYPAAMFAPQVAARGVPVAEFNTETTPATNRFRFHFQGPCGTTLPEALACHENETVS
DENV2 CPE rescue = inhibitors of DENV2 cytopathic effect; DENV2-infected cells, cytopathic effect rescue, plate reader; CPE inhibition, % at 9.99 µM; actives 1.7% (n = 350,000); AID 651640; in the data active = CPE inhibition above about 20%, passing the limit was not always enough; inconclusive = no clear call, values can overlap the other calls; tested in BHK-21 cells;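 note: 0% = median of neutral control wells and 100% = median of positive control wells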
ERp5 inh = ERp5 (human) disulfide isomerase inhibition | actives 0.05% (n = 350,000) | inhibition, % at 9.99 µM | ERp5 insulin aggregation, absorbance 650 nm, 90 min | Q15084 | AID 651711;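 active = mean replicate inhibition above about 25%, with every replicate also reaching it, limit read from the data, passing the limit was not always enough; inconclusive = only one of those two criteria met; inactive = neither criterion met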
Numbers without * were called inactive; ? = inconclusive; / = no result given; & = joins results of further samples. An excerpt (hit frequency here may not be typical).

#	canonical_smiles	S100A4 inh HTS	E-sel inducer	C2C12 statin	PglD DTNB	SIRT5 block	DENV2 CPE rescue	ERp5 inh
1	C[C@@H]1CN([C@@H](C)CO)C(=O)CCCn2cc(nn2)CO[C@H]1CN(C)C(=O)C1CC1	-9.8&-0.7	0.5&-0.9	-3.5&-14.6	1.4	3.5&-5.0	0.1&10.6	1.1&2.9
2	COc1ccc(-c2cnc3c(c2)C(=O)N([C@@H](C)CO)C[C@@H](C)[C@@H](CN(C)Cc2ccccc2)O3)cc1	21.9	0.1	3.3	0.7	-2.5	?	5.9
3	NC(=O)C1(N2CCCCC2)CCN(S(=O)(=O)c2ccc(Cl)s2)CC1	-8.0	/	-1.4	1.5	1.8	-1.8	4.6
4	Cn1cnc(S(=O)(=O)N2CCCCN3[C@H](CO)[C@@H](c4ccc(-c5ccc(F)cc5)cc4)[C@@H]3C2)c1	-15.1	0.2	/	-0.8	2.8	-2.9	-4.5
5	CO[C@H]1CC[C@H]2CCN(C)C(=O)CCCN(C)C(=O)c3cccc(C#N)c3OC[C@@H]1O2	5.9	-0.1	3.3	0.7	1.2	6.5	-3.6
6	Cc1ccc(NC(=O)C(=O)N2CCCC2)cc1Cl	-4.3	/	/	/	-1.0	-3.6	4.5
7	O=S(=O)(NCc1nnc2ccccn12)c1ccc(Cl)cc1	1.5	0.4	-8.5	8.8	-2.6	5.1	-4.1
8	O=C(/C=C/c1ccc(Cl)cc1)N(c1ccccn1)C1CCCCC1	1.2	0.0	-11.3	-5.4	-8.4	-2.3	-7.4

Four entries from above, as labelled records.
[1] C[C@@H]1CN([C@@H](C)CO)C(=O)CCCn2cc(nn2)CO[C@H]1CN(C)C(=O)C1CC1
  S100A4 inh HTS = -9.8&-0.7	E-sel inducer = 0.5&-0.9	C2C12 statin = -3.5&-14.6	PglD DTNB = 1.4	SIRT5 block = 3.5&-5.0	DENV2 CPE rescue = 0.1&10.6	ERp5 inh = 1.1&2.9

[2] COc1ccc(-c2cnc3c(c2)C(=O)N([C@@H](C)CO)C[C@@H](C)[C@@H](CN(C)Cc2ccccc2)O3)cc1
  S100A4 inh HTS = 21.9	E-sel inducer = 0.1	C2C12 statin = 3.3	PglD DTNB = 0.7	SIRT5 block = -2.5	DENV2 CPE rescue = ?	ERp5 inh = 5.9

[3] NC(=O)C1(N2CCCCC2)CCN(S(=O)(=O)c2ccc(Cl)s2)CC1
  S100A4 inh HTS = -8.0	E-sel inducer = /	C2C12 statin = -1.4	PglD DTNB = 1.5	SIRT5 block = 1.8	DENV2 CPE rescue = -1.8	ERp5 inh = 4.6

[4] Cn1cnc(S(=O)(=O)N2CCCCN3[C@H](CO)[C@@H](c4ccc(-c5ccc(F)cc5)cc4)[C@@H]3C2)c1
  S100A4 inh HTS = -15.1	E-sel inducer = 0.2	C2C12 statin = /	PglD DTNB = -0.8	SIRT5 block = 2.8	DENV2 CPE rescue = -2.9	ERp5 inh = -4.5

Additional records follow:
#	canonical_smiles	S100A4 inh HTS	E-sel inducer	C2C12 statin	PglD DTNB	SIRT5 block	DENV2 CPE rescue	ERp5 inh
9	COCC(=O)N1[C@@H]2Cn3c(ccc(/C=C/c4ccccc4)c3=O)[C@H]1[C@@H](C(=O)N1CCOCC1)[C@@H]2CO	-50.6	0.1	17.8	2.0	-104.2	-2.5	-1.9
10	CN1[C@@H]2c3ccc(-c4cccc(F)c4)c(=O)n3C[C@H]1[C@H](CO)[C@H]2C(=O)Nc1nccs1	18.5	-0.1	18.5	-0.8	-1.9	0.3	0.0
11	CNc1nc(-c2ccccc2)cc(-c2ccccc2)n1	-5.1	/	4.1	0.7	/	2.9	0.6
12	CCO[C@H]1OC(C(=O)O)=C[C@@H](c2ccc(Br)cc2)[C@@H]1CCCO	0.9	/	/	-0.9	-7.1	-6.4	0.7
13	O=C(c1ccccc1)N1CC(=O)N2[C@H](CO)[C@H](c3ccc(C#CC4CC4)cc3)[C@H]2C1	-1.2	0.1	/	/	-15.5	2.1	-3.0
14	O=C(C[C@H]1CC[C@H]2[C@@H](COC[C@@H](O)CN2Cc2ccccc2)O1)NCc1ccccc1Cl	1.0	0.0	2.1	-2.5	-2.8	-4.9	13.0
15	Cc1ccc(Nc2cc(-c3ccccc3)nc3ncnn23)cc1	-4.0	0.3	14.1	/	-3.5	5.0	0.3
16	COc1cc2c(cc1OC)C(/C=C/c1ccco1)=NCC2	-19.7	/	-2.0	-2.2	-1.5	-0.1	-2.1
17	C=CC[n+]1c(-c2ccc(Cl)cc2Cl)csc1Nc1ccc(NC(C)=O)cc1	2.2	/	/	/	1.1	?	1.2
18	O=C(Nc1sc2c(c1C(=O)NCCO)CCCC2)c1ccco1	15.6	-0.3	60.7	4.4	-2.0	1.2	-1.0
19	CC=Cc1ccc2n(c1=O)C[C@@H]1[C@@H](CO)[C@H](C(=O)NC3CCC3)[C@H]2N1Cc1ccccc1 (mixture of isomers)	14.2	0.5	9.2	1.5	-0.2	-1.7	0.3
20	CCOc1ccc(NC(=O)c2ccc(N3CC4CC(C3)c3cccc(=O)n3C4)c(N)c2)cc1 (centres undefined)	-14.4	0.6	-2.5	-1.7	-1.1	5.7	-2.8
21	CCC1(c2ccc(OC)cc2)NC(=O)N(CC(=O)NC2CCCCC2C)C1=O (centres undefined)	-2.0	/	6.5	-2.2	-2.0	1.1	2.9
22	COc1ccc(C(CNC(=O)c2cncc(Br)c2)N(C)C)cc1 (centres undefined)	3.0	/	/	/	-2.3	0.0	4.8
23	C/C=C/c1ccc2c(c1)O[C@@H](CN(C)C(=O)CN1CCOCC1)[C@H](C)CN([C@H](C)CO)S2(=O)=O	-8.8	0.2	17.2	-1.0	5.2	0.1	-4.2
24	NC(=O)COc1ccc2cc(-c3ccc(F)cc3)c(=O)oc2c1	-2.7	/	0.8	9.8	0.5	0.1	0.7
25	CCC(=O)N1C[C@H](C)[C@H](OC)CN(C)C(=O)c2ccc(NC(=O)c3cc(C)on3)cc2OC[C@H]1C	/	0.1	4.4	2.8	/	/	/
26	C[C@H]1CN([C@@H](C)CO)C(=O)c2cc(NC(=O)Nc3ccccc3)ccc2O[C@@H]1CN(C)C(=O)Nc1cccc2ccccc12	1.0	0.4	15.5	-2.1	0.6	18.0	3.7
27	COc1cc([N+](=O)[O-])ccc1NC(=O)NCc1cccnc1	0.2	-0.1	/	-2.4	-3.4	-0.3	-9.8
28	O=C(N/N=C/c1cccc2ccccc12)c1cc(C2CC2)[nH]n1	8.3	/	-8.4	-2.8	-0.3	-4.1	2.3
29	O=C(c1ccncc1)N1CCCCN2[C@H](CO)[C@@H](c3ccc(-c4ccccc4)cc3)[C@@H]2C1	-5.6	-0.3	/	2.7	0.8	17.6	-4.6
30	O=C(NCC1CCCO1)c1cccc(S(=O)(=O)Nc2cccc(C(F)(F)F)c2)c1 (centres undefined)	36.7	0.0	-2.9	-2.4	5.4	-5.5	-9.0
31	CN(C)S(=O)(=O)c1ccc(N2CCCC2)c(C(=O)OCC(=O)N2CCN(c3ccccc3)CC2)c1	-11.9	0.5	45.1	/	-1.6	2.0	-2.7
32	C=CCn1c(=O)c2ccccc2n2c(SCc3nc(N)nc(Nc4ccccc4C)n3)nnc12	-4.4	/	-2.0	-9.9	3.8	-2.6	2.6
33	CCc1ccccc1NC(=O)Nc1ccc(F)cc1F	6.2	/	-7.6	/	-2.0	-3.4	9.8
34	COc1cc(OC)cc(C(=O)NNC(=O)c2cc3c(s2)CCCC3)c1	2.6	/	/	/	-5.3	/	7.2
35	O=C(Cc1ccccc1)N1C[C@@H]2[C@H](c3ccccc31)[C@@H](CO)N2C(=O)C1CC1	-1.3	0.3	-5.1	-9.6	-2.6	-0.2	-0.4
36	CC1(C(=O)NS(=O)(=O)c2ccc(Cl)cc2)CCN1C(=O)c1cccc(F)c1 (centres undefined)	-3.1	0.5	0.3	-2.4	-7.4	-2.5	-3.6
37	CC(=O)Nc1ccc(S(=O)(=O)NCC(=O)OC(C)c2ccccc2Cl)cc1 (centres undefined)	-2.1	/	/	-10.7	-1.3	-4.9	4.7
38	COc1cc(C(=O)NCCCN2CCCC2=O)ccc1OCc1ccc(Cl)cc1Cl	-2.5	/	14.5	-3.5	2.2	-6.6	-1.8
39	CN1CCN(c2ncnc3c2c(-c2ccccc2)cn3-c2ccc(F)cc2)CC1	4.9	4.6	/	/	-0.5	4.2	0.6
40	C[C@H](CO)N1C[C@H](C)[C@H](CN(C)Cc2ccncc2)Oc2ncc(C#Cc3cccnc3)cc2C1=O	4.5	-0.2	-16.3	-1.4	-0.2	-0.6	-3.4
41	O=C(NCCNc1ccc([N+](=O)[O-])cc1C(F)(F)F)c1ccc(F)cc1	-3.0	/	/	/	/	-11.6	-0.4
42	C[C@@H]1CN([C@@H](C)CO)C(=O)c2cc(-c3cccc(F)c3)cnc2O[C@H]1CN(C)C(=O)Nc1cc(F)ccc1F	2.5	-0.6	-9.0	-0.1	23.2*	-9.9	-1.3
43	CN1OC[C@@H]2CN(C(=O)C3CCCCC3)[C@H](c3ccc(N4CCCCC4)cc3)C[C@@H]21	-6.8	-0.2	/	/	-1.0	-1.8	1.7
44	CSCC[C@H](NC(=O)OC(C)(C)C)C(=O)N1CCC(C(=O)N[C@@H](Cc2c[nH]c3ccccc23)C(=O)O)CC1	2.2	22.4	3.9	-1.3	7.1	-4.0	2.2
45	Cc1cc(NC(=O)Cn2cnc3sc(C)c(C)c3c2=O)no1	2.6	1.0	-2.1	0.7	/	6.4	9.0
46	COc1ccc(CN(C)C[C@H]2Oc3ccc(NS(=O)(=O)c4ccc(OC)cc4)cc3CC(=O)N([C@@H](C)CO)C[C@@H]2C)cc1	-8.0	-0.3	25.7	5.2	0.5	-2.8	-6.4
47	CC1CC(C)CN(C(=O)c2nn(C)c3c2CS(=O)(=O)c2ccccc2-3)C1 (centres undefined)	1.3	94.9*	-4.0	-2.5	0.5	-5.0	-0.7
48	COc1ccc(S(=O)(=O)NC(=O)C2(C)CCN2C(=O)C(C)(C)c2ccccc2)cc1 (centres undefined)	-9.2	-0.8	7.7	3.0	0.3	8.0	-1.7
49	O=C(CCC(=O)Nc1ccc(Cl)cc1Cl)N/N=C/c1ccc([N+](=O)[O-])o1	-11.3	/	/	/	1.5	2.2	0.7
50	C[C@@H]1ON(C2CCCCC2)[C@H]2c3nc4ccccc4n3C[C@@H]12	-0.5	0.2	-8.2	-0.8	/	12.3	-4.0
51	NC(=O)C1CCN(Cc2nc3c(Br)cc(Br)cc3c(=O)[nH]2)CC1	-6.7	-0.1	/	/	2.0	-2.6	4.4
52	CCN(CC)CCNC(=O)CN1C(=O)CSc2ccc(S(=O)(=O)N3CCOCC3)cc21	-2.3	3.5	2.5	1.8	-1.6	7.3	2.3
53	Cc1ccc(C(=O)NNC(=O)c2ccc(NC(=O)C(C)(C)C)cc2)cc1	-2.1	/	0.8	-3.4	0.8	1.5	-3.4
54	COc1ccccc1OCC#CCSc1ncccn1	3.1	0.5	11.5	-3.0	-3.9	2.2	5.0
55	O=C(CSc1nc2ncc(Cl)cc2[nH]1)N1CCC(Cc2ccccc2)CC1	-4.4	-0.2	-4.6	3.0	-1.3	0.4	-8.3
56	CC(C)NC(=O)C1(C)Cc2c(-c3ccc(N(C)C)cc3)ccnc2O1 (centres undefined)	21.9	0.0	2.7	2.1	5.5	-9.8	-0.3
57	Cc1noc(C)c1CSCC(=O)Nc1cc(S(=O)(=O)N2CCOCC2)ccc1OC(C)C	1.7	/	13.5	7.3	-1.4	-1.4	-2.9
58	Cc1ccc(CNC(=O)c2ccccc2NC(=O)C2=CSCCO2)cc1	-1.6	/	13.8	-3.3	-0.6	4.4	/
